Source: PubChem BioAssay (several laboratories)
D1 allo mod: D1 dopamine receptor (human) allosteric modulation; HEK293 D1, CRE-luciferase, dopamine EC30 potentiation; actives deviate in either direction; P21728; B-score at 10 µM; hit rate 5.9% among 58,000;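 active = luminescence count or its row- and column-corrected plate score outside the 99.7% band of the plate's sample wells, on either side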
M1 antagonist: antagonists of rat M1 muscarinic receptor | hit rate 3.4% among 64,000 | CHO-M1 cells, Fluo-4 calcium, ACh EC80 antagonist mode; active compounds read low | B-score at 10 µM | P08482 | AID 628;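 active = calcium fluorescence response, raw or row-and-column corrected B-score, differing from the plate sample mean either way at a set confidence level, mostly lower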
E coli RNAP: blocks E. coli RNA polymerase transcription; fluorescence transcription assay; inhibition, %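 (tested at 10 µM)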; hit rate 0.2% among 62,000; AID 559; in the data active = inhibition above about 20%;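 note: 0% = enzyme without compound and 100% = no enzyme blank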
TNAP act DEA: human TNAP activation, intermediate phosphate acceptor | P05186 | purified TNAP, CDP-star luminescence, 100 mM DEA, 30 min; active compounds read high; scale: 0 levamisole-inhibited, 1 vehicle-only enzyme | activation factor at 20 µM | 64,000 tested, under 10 active;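 active = activation factor of at least 2 at 20 µM, relative to controls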
Target sequence (P05186 whole entry, looked up): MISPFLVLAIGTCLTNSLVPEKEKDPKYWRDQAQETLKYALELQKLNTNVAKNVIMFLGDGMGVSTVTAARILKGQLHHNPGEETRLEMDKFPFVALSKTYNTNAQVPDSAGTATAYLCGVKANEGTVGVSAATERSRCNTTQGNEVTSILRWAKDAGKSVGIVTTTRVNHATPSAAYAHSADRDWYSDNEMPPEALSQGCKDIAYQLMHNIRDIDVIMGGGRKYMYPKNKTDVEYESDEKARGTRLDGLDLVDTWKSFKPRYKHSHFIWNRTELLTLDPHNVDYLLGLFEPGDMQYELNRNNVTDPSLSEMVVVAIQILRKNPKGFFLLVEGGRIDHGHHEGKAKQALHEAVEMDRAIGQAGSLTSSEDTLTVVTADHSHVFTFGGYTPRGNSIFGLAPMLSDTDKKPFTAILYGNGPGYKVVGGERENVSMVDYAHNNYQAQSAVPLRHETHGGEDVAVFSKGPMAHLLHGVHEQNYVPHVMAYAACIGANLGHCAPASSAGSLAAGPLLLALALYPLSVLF
Jurkat tox 60K: cytotoxicity toward Jurkat cells; AID 463; inhibition, % at 4 µM; hit rate 1.2% among 56,000; Jurkat E6.1 viability, ATP luminescence, 48 h;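 active = inhibition above the mean inhibition of all tested compounds plus 3 SD, cut at about 28% in these data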
S1P1 ag pot: agonists and agonism potentiators of human S1P1 receptor. P21453. S1P1 CRE-bla cells, forskolin, beta-lactamase FRET, potentiator mode; S1P1 agonist co-added at EC20, 2 nM; 100% = saturating reference agonist, 0% = basal. activation, % at 9.5 µM. hit rate 0.57% among 56,000;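 active = activation above a cutoff set at the mean activation of all tested compounds plus 3 SD, cut at about 54% in these data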;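 note: forskolin at 4 µM as EC80 and the EC20 agonist is SEW2871; 100% = SEW2871 at its EC100 plus forskolin at EC80; some compounds past the cut are filed as inactive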
S1P3 ag: activates the human S1P3 receptor; activation, % at 4.5 µM; S1P3 NFAT-BLA reporter cells, agonism, FRET ratio; relative to 1 µM S1P, basal subtracted; Q99500; hit rate 0.1% among 60,000;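 active = activation above the screen-wide mean plus 3 SD, cut at about 4.5% in these data, passing the limit was not always enough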; note: some compounds called inactive have numbers as strong as hits
Target sequence (Q99500 whole entry, looked up): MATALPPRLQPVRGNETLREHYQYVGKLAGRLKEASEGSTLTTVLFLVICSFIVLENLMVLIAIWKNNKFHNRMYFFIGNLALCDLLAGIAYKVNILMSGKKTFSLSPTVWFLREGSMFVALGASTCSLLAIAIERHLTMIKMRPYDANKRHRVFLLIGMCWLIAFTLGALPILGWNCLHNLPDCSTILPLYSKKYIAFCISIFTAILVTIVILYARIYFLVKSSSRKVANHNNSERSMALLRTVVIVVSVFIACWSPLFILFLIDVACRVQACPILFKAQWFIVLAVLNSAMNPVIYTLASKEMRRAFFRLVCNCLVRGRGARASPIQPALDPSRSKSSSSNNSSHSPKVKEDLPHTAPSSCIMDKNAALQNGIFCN
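Benchmarks: high control 1 µM S1P / System: stable CHO line with human S1P3, Gα16, NFAT-BLA reporter / Dosing: single compound concentration, 4.5 µM final / Timing: 4 h compound at 37 °C, 2 h substrate at RT / Measured by: FRET β-lactamase substrate fluorescence, excitation 405 nm, 460/535 nm emission ratio, background-subtracted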
M1 ag: activates the M1 muscarinic receptor; hit rate 3% among 64,000; CHO-M1 cells, Fluo-4 calcium fluorescence, agonist mode; active compounds read high; B-score at 10 µM;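 active = fluorescence rise, raw or as B-score row- and column-corrected plate score, outside the 99.7% band of its plate's samples, either direction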
HEK293 NFkB inh: inhibitors of the PMA/ionomycin-induced NF-kB reporter in HEK293 cells. hit rate 0.21% among 62,000. HEK-293 NF-kB luciferase reporter, luminescence. inhibition, % at 3 µM;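 active = inhibition above the mean of all tested compounds plus 3 SD, cut at about 40% in these data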;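 note: 0% = stimulated DMSO wells and 100% = 10 µM reference inhibitor 5653914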
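Timing: 1 h pretreatment, 16 h stimulation, 37 °C; system: HEK-293 cells with stable firefly luciferase reporter driven by four HIV NF-kB elements; doses: 3 µM once, 0.30% DMSO; measured by: luciferase luminescence; control set: DMSO and 10 µM reference inhibitor; repeats: single test; reagent: PMA plus ionomycin mix as NF-kB-activating stimulus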
* hit, by the source's call; x = no result given.

Value order – D1 allo mod, M1 antagonist, E coli RNAP, TNAP act DEA, Jurkat tox 60K, S1P1 ag pot, S1P3 ag, M1 ag, HEK293 NFkB inh
1. CC1(C)CC(=O)C2=C(C1)OC(N)=C(C#N)C21CCN(C(=O)OCc2ccccc2)CC1
→ 0.025, 0.015, -7, 1, 14, 7, -0.3, -0.66, 10
2. O=c1nc(-c2ccccc2)c2cc(Cl)ccc2[nH]1
→ 6.7*, 0.5, x, 0.9, 1, -19, -0.7, 0.61, 19
3. Cc1nccc2[nH]c(=O)c(C(=O)NC3CCCCC3C)cc12 (configuration not stated)
→ 0.89, 0.33, 5, 0.9, -1, -2, -1.0, -0.0021, 5
4. Cn1c(=O)[nH]c(=O)c2c1nc(CN1CCN(c3cccc(Cl)c3)CC1)n2Cc1ccccc1Cl
→ -1.4, -0.075, 9, 1, -4, -34, -1.2, -0.41, 9
5. O=C(NCc1ccc(N2CCCC2=O)cc1)Nc1ccccc1
→ -0.62, -0.23, 7, 1, 3, 4, -0.9, -0.0046, 7
6. Nc1ccc2oc(-c3cccs3)nc2c1
→ -0.32, 0.57, 6, 0.9, -4, 11, -0.8, -0.2, -47
7. CCN(CC)S(=O)(=O)c1cc(C(=O)Nc2ccccn2)ccc1C
→ -1.7, -1.1, 15, 0.9, -1, -18, 0.4, 1.4, -11
8. Cc1nc2ccc(C(=O)N3CCN(c4ccccn4)CC3)cc2s1
→ 0.67, 0.1, 11, 0.9, -3, -13, -0.8, -0.15, 6
9. CCOC(=O)C1CCN(C(=O)CNS(=O)(=O)c2ccc(Br)s2)CC1
→ 2.1, -0.5, 0, 0.9, -4, -25, -0.9, -0.058, -5
10. CC(C)c1cc(C(=O)O)on1
→ 4*, -1.6, x, 1, -4, 5, -1.2, -0.35, 3
11. COC(=O)CN(c1cccc(OC)c1)S(C)(=O)=O
→ 0.098, 1.2, 2, 0.8, -1, -1, 1.1, 0.39, 4
12. CN(C)c1ccc(Nc2nc(-c3cccnc3)cs2)cc1
→ -2.8*, -0.41, -11, 0.8, 0, 28, -2.3, 1.1, -30
13. CCN1CCN(c2nc3ccccc3nc2C(C#N)C(=O)OCc2ccccc2)CC1 (configuration not stated)
→ -3.9, -0.93, x, 0.8, 3, 13, 0.6, -2.7, 1
14. CCC1CCCCN1C(=O)Cn1c(C(=O)OC)cc2sc(Cl)cc21 (configuration not stated)
→ 1.5, -0.99, 3, 0.9, -1, -4, -1.1, 0.39, 3
15. CCC(C)N1CC23C=CC(O2)C(C(=O)OC)C3C1=O (configuration not stated)
→ x, 0.038, 3, 0.9, -1, -11, -0.6, 0.034, -4

Sorted by length of the SMILES (ascending): some entries from above.
Value order – D1 allo mod, M1 antagonist, E coli RNAP, TNAP act DEA, Jurkat tox 60K, S1P1 ag pot, S1P3 ag, M1 ag, HEK293 NFkB inh
2. O=c1nc(-c2ccccc2)c2cc(Cl)ccc2[nH]1
→ 6.7*, 0.5, x, 0.9, 1, -19, -0.7, 0.61, 19
5. O=C(NCc1ccc(N2CCCC2=O)cc1)Nc1ccccc1
→ -0.62, -0.23, 7, 1, 3, 4, -0.9, -0.0046, 7
13. CCN1CCN(c2nc3ccccc3nc2C(C#N)C(=O)OCc2ccccc2)CC1 (configuration not stated)
→ -3.9, -0.93, x, 0.8, 3, 13, 0.6, -2.7, 1
1. CC1(C)CC(=O)C2=C(C1)OC(N)=C(C#N)C21CCN(C(=O)OCc2ccccc2)CC1
→ 0.025, 0.015, -7, 1, 14, 7, -0.3, -0.66, 10

Following part.
Value order – D1 allo mod, M1 antagonist, E coli RNAP, TNAP act DEA, Jurkat tox 60K, S1P1 ag pot, S1P3 ag, M1 ag, HEK293 NFkB inh
16. CCN(CC)c1ccc(NC(=O)Cn2cc3c(n2)CCC(C)C3)c(C)c1 (configuration not stated)
→ 0.0089, -0.71, 6, 0.9, 4, -88, -0.9, -0.048, 16
17. Cn1c(=O)c2c(SCc3ccccn3)nc(C3CC3)nc2n(C)c1=O
→ 3.3, -0.27, 9, 0.8, -3, 12, -1.7, 0.17, 10
18. Cn1nnc(NC(=O)c2cccc(OCc3ccccc3)c2)n1
→ -0.022, -0.013, 4, 1.1, -7, -8, 0.2, 0.39, 6
19. CCOC(=O)c1ccc(NC(=O)CCc2c(C)nc3ncnn3c2C)cc1
→ 1.5, 0.056, 4, 0.9, 4, 4, -1.8, -0.75, 22
20. CCOC(=O)Cc1csc(NC(=O)c2ccc(C)o2)n1
→ -0.039, -0.7, 14, 0.9, -2, 6, -0.7, -1.3, 2
21. COC(=O)COc1ccc(S(=O)(=O)N2CCN(c3ccccc3F)CC2)cc1C
→ -0.88, 0.44, -4, 0.8, 8, 2, -0.9, -0.059, -7
22. O=C(CSc1nc(O)cc(=O)n1-c1ccccc1)N1CCCCC1
→ -0.5, 0.018, 8, 0.9, -10, 5, -0.9, -0.049, 23
23. N#Cc1ccc(C23CC4CC(CC(C4)C2)C3)[nH]c1=O
→ 0.69, -0.39, 3, 0.9, -1, -1, 0.3, 0.38, -4
24. N#Cc1nc(-c2ccc(Cl)cc2)oc1NCCc1ccccn1
→ -0.11, -0.029, -6, 1, x, x, x, 0.3, -11
25. CCOC(=O)CN1CC23C=CC(O2)C(C(=O)N2CCN(c4ccc(F)cc4)CC2)C3C1=O (configuration not stated)
→ -0.32, 0.27, 0, 0.9, -1, 2, -1.6, 0.23, 9
26. CC(=O)NCC(=O)N(Cc1ccco1)C1(C(=O)NC2CCCCC2)CCCCC1
→ -0.5, 0.36, 12, 0.9, x, x, x, 0.49, 4
27. CCOC(=O)N1CCC(NC(=O)c2cc3cc4cc(OC)ccc4nc3o2)CC1
→ -0.13, -0.94, 6, 0.9, 1, 11, -1.0, 5.2, 18
28. COc1ccccc1Oc1cc(C#N)c(C#N)cc1-n1nnc2ccccc21
→ 1.6, 0.021, 4, 1, 7, 15, 20*, 0.0044, 21
29. CC1CN(c2nc3ccccc3nc2C(C#N)C(=O)NC2CCCCC2)CC(C)O1 (configuration not stated)
→ 0.71, 0.1, 3, 0.9, -1, 7, -0.8, 41*, 6
30. CCC(=O)N1CCc2cc(S(=O)(=O)NCCC(=O)N3CC=C(c4ccccc4)CC3)ccc21
→ x, -1.5, 4, 0.9, x, x, x, 2.5, 20

3 of the entries above in order of the D1 allo mod value, high to low.
item | SMILES | D1 allo mod
9 | CCOC(=O)C1CCN(C(=O)CNS(=O)(=O)c2ccc(Br)s2)CC1 | 2.1
8 | Cc1nc2ccc(C(=O)N3CCN(c4ccccn4)CC3)cc2s1 | 0.67
24 | N#Cc1nc(-c2ccc(Cl)cc2)oc1NCCc1ccccn1 | -0.11

Continuation.
Value order – D1 allo mod, M1 antagonist, E coli RNAP, TNAP act DEA, Jurkat tox 60K, S1P1 ag pot, S1P3 ag, M1 ag, HEK293 NFkB inh
31. O=C(CSc1nnc(-c2ccccc2)n1Cc1ccccc1)N1CCCC1
→ -0.33, -0.76, -7, 1, 3, 3, -0.6, 0.41, 11
32. Cc1ccnc2nc(C(=O)OCCOc3ccccc3)nn12
→ x, -0.098, 7, 1, 2, -5, 0.0, 0.16, 6
33. O=S(=O)(c1ccc2c(c1)OCCO2)N1CCC(c2nc3ccc(Cl)cc3[nH]2)CC1
→ -1.7, 0.039, 11, 0.9, 7, 10, 0.2, 4.4, 18
34. Cn1cnnc1SCc1ccccc1Br
→ 0.13, 0.75, 2, 0.8, x, x, x, -0.66, 7
35. Cc1ccccc1-c1nc(CS(=O)(=O)CC(=O)N2CCc3ccccc3C2)c(C)o1
→ 0.38, 0.22, 4, 0.9, 2, 1, -1.1, 0.6, 7
36. CCOC(=O)c1cc2c(ccn2C)n1CC(=O)N1CCN(c2ccccc2OC)CC1
→ -2.4, -0.25, 3, 0.9, 8, 2, -0.8, 0.084, 15
37. OCCN1CCOCCN(CCO)CCOCC1
→ -0.11, -0.33, 2, 1, -4, 10, -0.4, -0.014, 6
38. O=C(COC(=O)c1ccccn1)Nc1nccs1
→ -0.0048, -0.41, -1, 0.9, -4, -32, -0.5, -1.4, -11
39. CCCCn1c(=O)[nH]c(=O)c2c1nc(COc1ccc(C#N)cc1)n2CCC
→ 0.52, -0.73, -6, 0.9, -2, 16, 0.0, -0.82, 21
40. CCn1c(=O)cc(N2CCCCC2)[nH]c1=O
→ -0.11, -0.44, 7, 0.9, -1, -17, 0.1, -0.71, 6
41. Cc1nnc(SCC(=O)Nc2ccc3c(c2)COC3=O)n1-c1ccccc1
→ 0.00092, -2, 7, 1, 7, -24, -1.0, -0.31, 7
42. CCC(c1nnnn1C1CCCC1)N(Cc1cccs1)Cc1cc2cc(C)ccc2[nH]c1=O (configuration not stated)
→ x, -0.41, 7, 0.9, -1, 7, -1.1, -0.2, 14
43. c1csc(-c2nn3c(Cn4cnc5ccccc54)nnc3s2)c1
→ 2.5, 0.11, 8, 1, 0, -3, 0.3, 0.0017, 1
44. CCCCCCN=CC1=C(O)CC(C)(C)CC1=O
→ 0.72, 0.19, 8, 0.9, 5, -14, 0.5, -0.74, 16
45. Cn1c(=O)c2c(nc(CN3CCN(C(=O)c4ccco4)CC3)n2Cc2cccc(Cl)c2)n(C)c1=O
→ 1, -0.65, 7, 0.9, 5, -8, -0.7, 0.15, 16

The final two compounds of the section above lead into the next.
Value order – D1 allo mod, M1 antagonist, E coli RNAP, TNAP act DEA, Jurkat tox 60K, S1P1 ag pot, S1P3 ag, M1 ag, HEK293 NFkB inh
44. CCCCCCN=CC1=C(O)CC(C)(C)CC1=O
→ 0.72, 0.19, 8, 0.9, 5, -14, 0.5, -0.74, 16
45. Cn1c(=O)c2c(nc(CN3CCN(C(=O)c4ccco4)CC3)n2Cc2cccc(Cl)c2)n(C)c1=O
→ 1, -0.65, 7, 0.9, 5, -8, -0.7, 0.15, 16
46. COc1ccc2c(c1)CCCN2C(N)=O
→ -0.034, -0.68, 2, 1, -6, 1, -0.6, 0, 8
47. N#CCCN(Cc1cccnc1)C(=O)Nc1cccc(Cl)c1
→ x, 0.46, 4, 1, 6, 0, -1.4, -1.2, 6
48. COc1ccc(NC(=O)CC2SC(=Nc3ccccc3)NC2=O)c(OC)c1 (configuration not stated)
→ -0.49, 0.091, 7, 1, -3, -6, -0.2, -0.91, 1
49. Nc1nc(NC(=O)Cc2ccccc2)nn1-c1ccccc1
→ x, -0.32, 9, 0.9, x, -19, -1.1, -0.79, x
50. COc1ccc(CNC(=O)C2CCCN2C(=O)NC2CCCCC2)cc1 (configuration not stated)
→ -1.3, 0.46, 1, 0.9, -5, 7, 1.0, -0.13, 12
51. COc1ccc(C)cc1NC(=O)CN1CCN(CC(=O)Nc2ccccc2F)CC1
→ -0.29, 0.13, 2, 1, -5, -4, -0.5, 0.79, 9
52. CC(C)CC(NC=C1C(=O)OC(C)(C)OC1=O)C(=O)O (configuration not stated)
→ 1.3, 0.32, 0, 0.9, -3, -6, -0.4, -0.41, 0
53. Cc1oc(-c2cccc(Cl)c2)nc1CN1CCC(C(=O)N2CCN(c3ccccc3F)CC2)CC1
→ -0.26, -0.64, 0, 0.8, 3, -4, 0.4, -2, 11

Taken from above:
HEK293 NFkB inh with compound 48 is entered as 1
S1P1 ag pot with compound 53 is entered as -4
